High-throughput results deposited in PubChem by National Center for Advancing Translational Sciences (NCATS).
KB-V1 cytotox = qHTS assay for MDR1-selective chemotherapeutics: Primary screen using the drug-selected MDR subline cells KB-V1; KB-V1 MDR cells viability, CellTiter-Glo, 72 h; Potency, µM (highest dose often 46.1 µM), for the others: top-dose activity change, negative = cytotoxicity, most hits filed as cytotoxic; 3.4% of 400,000 active; also: potency is read from the fitted curve at half-maximal effect; % is scaled to controls: 0 for no effect and ±100 for the full control effect; nearly all actives have a fitted effect of over 60% in size
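Cytotoxicity via CellTiter-Glo luminescence after 72 h compound exposure at 37 degrees C. Cells: drug-selected KB-V1 line, DMEM phenol-red free plus 10% FBS. Compounds tested at multiple concentrations; normalized data fitted to concentration-effect curves.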
SW480 rerep = A quantitative high throughput screen for small molecules that induce DNA re-replication in SW480 colon adenocarcinoma cells; SW480 DNA re-replication, Hoechst DNA content imaging, 48 h; Potency, µM (doses to about 46.1 µM), for the others: at the highest dose re-replication activation, most hits filed as activators; 1.8% of 340,000 active; also: potency is read from the fitted curve at half-maximal effect; % of control where 0% means no effect; nearly all actives have a fitted effect of over 55% in size
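Per well, 250 cells were exposed to pinned compound for 48 hr. Nuclear DNA was visualised with Hoechst (40 min, 37 C) and total object intensity recorded by fluorescence scanning.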
DRD3 agonist = qHTS of D3 Dopamine Receptor Agonist: qHTS | D(3) dopamine receptor (Homo sapiens), P35462 | D3R DiscoveRx beta-arrestin cells, luminescence, 90 min | max activation, % | 0.58% of 410,000 active | AID 652048, 2013; in the data active = max activation above about 30%; also: 0% is about no effect; mostly tested at two doses, the higher about 12 µM
Target sequence (P35462 whole entry, looked up): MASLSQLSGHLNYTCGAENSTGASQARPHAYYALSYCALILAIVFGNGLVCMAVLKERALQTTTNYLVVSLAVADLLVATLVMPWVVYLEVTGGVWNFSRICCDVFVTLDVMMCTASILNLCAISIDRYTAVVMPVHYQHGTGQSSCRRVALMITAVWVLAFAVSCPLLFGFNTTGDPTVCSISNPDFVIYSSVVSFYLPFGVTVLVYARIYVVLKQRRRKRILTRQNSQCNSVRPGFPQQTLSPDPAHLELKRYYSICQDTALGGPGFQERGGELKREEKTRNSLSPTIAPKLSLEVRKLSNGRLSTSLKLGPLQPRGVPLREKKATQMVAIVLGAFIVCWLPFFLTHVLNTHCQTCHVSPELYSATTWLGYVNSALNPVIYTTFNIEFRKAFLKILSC
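Agonist mode: compounds and dopamine controls were applied to plated cells for 90 min at 37 degrees C after an overnight attachment at 1500 cells/well. Luminescent read-out followed 30 - 60 minutes at room temperature with DiscoveRx detection reagent.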
HT1080 IDH1KD tx = qHTS for induction of synthetic lethality in tumor cells producing 2HG: qHTS for the HT-1080-IDH1KD cell line; AID 686971, 2013; Potency, µM (highest dose often 46.1 µM), without a hit: at the top dose activity, negative = toxicity, most hits filed as cytotoxic; 2% of 360,000 active; HT-1080 IDH1 knockdown viability, ATP luminescence, 48 h;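 also: potency is read from the fitted curve at half-maximal effect; 0% = DMSO wells and -100% = cell-free medium wells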
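Assay cells: HT-1080 with IDH1 knockdown, 750 per well, RPMI/5% FBS. Exposure: 48 h at 37 °C following 2 h pre-incubation. Read: CellTiter-Glo luminescence; fitted concentration-response, curve class assigned.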
KB-3-1 tox = qHTS assay for MDR1-selective chemotherapeutics: Primary screen using the parental adenocarcinoma cell KB-3-1. AID 1347075, 2019. Potency, µM (series often up to 46.1 µM), for inactives: at the top dose activity change, negative = cytotoxic, actives largely listed as cytotoxic. 1.4% of 400,000 active. KB-3-1 viability, CellTiter-Glo ATP luminescence, 72 h; also: potency is read from the fitted curve at half-maximal effect; % is scaled to controls: 0 for no effect and ±100 for the full control effect; nearly all actives have a fitted effect of over 60% in size
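Cells are dispensed, compounds pinned in, plates held at 37 °C for 72 h, then CellTiter-Glo is added and luminescence read after 10 minutes. Cell line: parental KB-3-1 in phenol-red-free DMEM, 10% FBS.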
HEK293 tox = qHTS of GLP-1 Receptor Inverse Agonists: Cytotox Screen | HEK293 cAMP-luciferase reporter cells, luminescence, 24 h | Potency, µM (top dose mostly 38.3 µM), inactives show top-dose activity change, negative = inhibition, hits mostly inhibitors | 0.13% of 410,000 active;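 also: loss of luciferase light is scored as toxicity; potency is read from the fitted curve at half-maximal effect; % is scaled to controls: 0 for no effect and ±100 for the full control effect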
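MLSMR compounds, 24 hr on cells at 37 deg C/5% CO2; luminescence after luciferase reagent (12 min RT). Inhibition counted as the undesired cytotoxic outcome.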
HT1080NT lethal = qHTS for induction of synthetic lethality in tumor cells producing 2HG: qHTS for the HT-1080-NT fibrosarcoma cell line; HT-1080-NT fibrosarcoma viability, CellTiter-Glo ATP luminescence, 48 h; Potency, µM (doses to about 46.1 µM), without a hit: at the top dose activity, negative = less viability, usual class: cytotoxic; 1.6% of 360,000 active; AID 686970, 2013;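 also: NT is the 2HG producing partner of a matched IDH1 knockdown line; potency is read from the fitted curve at half-maximal effect; 0% = DMSO-treated cells and -100% = media-only wells without cells; nearly all actives have a fitted effect of over 55% in size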
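HT-1080-NT fibrosarcoma cells (2HG-overproducing), 750 cells/well in RPMI with 5% FBS, dosed after 2 h and incubated 48 h at 37C. CellTiter-Glo luminescence normalized to DMSO and no-cell wells; concentration-response curves fitted and classed.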
IL1B secr inh = qHTS for Inhibitors of Inflammasome Signaling: IL-1-beta AlphaLISA Primary Screen; activity change, % at 57.5 µM; 4.7% of 360,000 active; THP-1 LPS/ATP IL-1B secretion, AlphaLISA, 16 h; stronger effect = lower value; in the data active = activity change below about -50%; inconclusive = mostly about -30% to -49%; also: % is scaled to controls: 0 for no effect and ±100 for the full control effect
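THP-1 cells pretreated 1 hr with compounds (up to 57.5 uM final), then stimulated with LPS (250 ng/mL final) plus ATP (1.25 mM final); secreted IL-1B measured by AlphaLISA after 16 hr, decreased signal indicating inhibition.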
MCF10A rerep = A quantitative high throughput screen for small molecules that induce DNA re-replication in MCF 10a normal breast cells; MCF 10A DNA re-replication, Hoechst nuclear intensity, 48 h; Potency, µM (series often up to 46.1 µM), for the others: at the top dose activity, positive = re-replication, hits mostly activators; 2.9% of 350,000 active; AID 624296, 2012; also: potency is read from the fitted curve at half-maximal effect; % of control where 0% means no effect; nearly all actives have a fitted effect of over 50% in size
Active calls of the source: *; u = inconclusive; x = not tested or not shown; [ ] = dose if it differs, or a comment. Unless noted, calls follow the shape of the dose curve; as a rule, active = well fitted curve in the direction sought with a large enough effect; inconclusive = small, poorly fitted or top-dose-only effect, or another doubt; inactive = no such curve, though single readings can be large; an effect the other way counts as inactive or inconclusive.

SMILES | KB-V1 cytotox | SW480 rerep | DRD3 agonist | HT1080 IDH1KD tx | KB-3-1 tox | HEK293 tox | HT1080NT lethal | IL1B secr inh | MCF10A rerep
O=C1CC(C(F)(F)C(F)(F)C(F)(F)C(F)F)=Nc2ccccc2N1 | 6% | -5% | -3 | -14% | 3% | u | 8% | -2 | 3%
COc1cccc(-c2cc(C(=O)NCc3ccco3)c3ccccc3n2)c1 | -4% | 6% | 4 | 3% | -13% | -12% | 2% | 16 | u
COc1ccc(NS(=O)(=O)c2cc(Br)cc3c2N(C(C)=O)CC3)cc1 | 9.2µM* | 6.5µM* | -26 | 12µM* | 4.1µM* | u | 18µM* | 58 | 18µM*
C=CCC[C@H](CCCCC)OC(=O)/C=C/[C@@H](O)[C@H](O)C[C@H](O)CC=C | -28% | x | 4 | -12% | -9% | -4% | -22% | -13 | x
CCOc1cc(C(=O)N/N=C(\C)Cc2ccc(OC)cc2)cc(OCC)c1OCC | -4% | u | -4 | 1% | 16% | u | -19% | 0 | u
COc1ccc(NC(=S)N2CCC(C(=O)c3ccc(C)cc3)CC2)c(OC)c1 | -25% | 6% | 0 | -2% | -20% | 6% | 10% | -22 | 8%
CC12CC(c3ccccc3O1)C(C(=O)NCc1ccccc1)C(=O)N2 (configuration not stated) | -26% | u | 3 | -1% | 5% | 9% | 4% | -17 | u
O=C(OCc1ccccc1C(F)(F)F)c1ccc(Br)c(S(=O)(=O)N2CCOCC2)c1 | -3% | -15% | -15 | -19% | -4% | 19% | -5% | -12 | 17%
Cc1ccc(S(=O)(=O)N2CCN(c3ccc([N+](=O)[O-])c(NCCN4CCOCC4)c3)CC2)cc1 | 2% | -4% | -8 | -14% | -2% | -11% | -10% | -11 | 3%
O=S(=O)(Nn1cnnc1)c1ccc(F)cc1 | -15% | 27% | 2 | -3% | -14% | 0% | -5% | -9 | 2.3µM*
O=c1[nH]c(C2CC2)nc2sc3c(c12)CCCC3 | u | -6% | -3 | 0% | 2% | 0% | 1% | 19 | -11%
c1ccc(CSc2nnc(-c3cccs3)n2Cc2ccco2)cc1 | u | -6% | 2 | -6% | u | -4% | 0% | -67* | 14%
CCc1ccc(Nc2nc(N)nc(CSc3nnnn3-c3ccccc3)n2)cc1 | -5% | 13% | -7 | u | -12% | 4% | -29% | 23 | u
Cc1nn(-c2ccccc2)c2c1C(c1c(C)[nH]c(C#N)c1C)C(C#N)=C(N)O2 (configuration not stated) | 14% | -5% | -1 | 7% | 14% | -19% | 2% | 16 | 7%
CC(=O)c1ccc(-c2ccc(C(=O)N(C)c3c(N)n(Cc4ccccc4)c(=O)[nH]c3=O)o2)cc1 | 52% | 0% | -5 | 1% | 26% | -2% | -2% | 0 | 3%
O=C(CS(=O)(=O)c1ccccc1)NCc1ccco1 | 9% | 2% | 3 | 8% | 12% | 3% | 0% | -16 | -5%
COc1ccccc1/C=C/C(=O)NCc1cccnc1 | -11% | -14% | -9 | -4% | 9% | -9% | 0% | -11 | 2%
C(=N\n1cnnc1)/c1cccnc1 | u | -1% | 1 | 6% | 3% | 7% | 12% | 2 | 2%
Cc1cc(C)c2cc(CN(Cc3cccs3)Cc3nnnn3CC3CCCO3)c(=O)[nH]c2c1 (configuration not stated) | 16µM* | u | -6 | -17% | -6% | u | -15% | u | 0%
CC(=O)Nc1ccc(C(=O)COC(=O)CCS(=O)(=O)c2ccccc2)cc1 | 10% | 0% | -5 | -3% | -3% | -1% | -2% | -2 | -2%
CN(CC(=O)Nc1ccc(F)cc1)c1ccc(S(=O)(=O)N2CCCCC2)cc1[N+](=O)[O-] | 13µM* | x | -1 | -22% | 0% | u | -22% | 0 | -3%
CN(CCOC(=O)c1ccc2c(c1)OCCO2)C(C)(C)C | -8% | 0% | -8 | 5%[9.24 µM] | 8% | 13% | 3% | 8 | 0%
CC(C)c1ccc(N(CC(=O)N2CCOCC2)S(C)(=O)=O)cc1 | 20% | 5% | -5 | 2% | -12% | 13% | -6% | 22 | 7%
CCCCn1nnnc1SCC(=O)NNC(=O)C1CCCCC1 | 10% | 22% | 0 | 6% | 1% | 4% | -3% | 21 | 15%
COCCn1c(N)c(C(=O)c2cccc(S(=O)(=O)N3CCCCCC3)c2)c(=O)[nH]c1=O | u | u | 2 | 1% | -4% | -7% | -1% | 0 | -9%
COc1ccc(CCNC(=S)Nc2cccc3ccccc23)cc1 | u | 11% | -1 | 1% | -3% | -9% | 10% | -9 | u
Cn1c(=O)c2cc(NC(=S)NCc3ccccc3F)ccc2n1Cc1ccc(F)cc1 | -6% | x | -10 | 5% | 0% | -8% | 7% | -3 | x
Cc1ccc(-n2cnc3cc(C(=O)NCCC4=CCCCC4)ccc32)c(C)c1 | -10% | x | -12 | x | 2% | -20% | x | x | x
c1ccc(CCOn2ccnc2)cc1 | 24% | 2% | 1 | 7% | 2% | -4% | 19% | -2 | -2%
CN1CCN(C(=O)C23CCC(C)(C(=O)C2Br)C3(C)C)CC1 (configuration not stated) | 0% | -63%[inhibitor] | 12 | 14% | 4% | -61% | 15% | 13 | -13%

A different layout for 4 compounds above.
Values run as follows: KB-V1 cytotox | SW480 rerep | DRD3 agonist | HT1080 IDH1KD tx | KB-3-1 tox | HEK293 tox | HT1080NT lethal | IL1B secr inh | MCF10A rerep
C(=N\n1cnnc1)/c1cccnc1
  u | -1% | 1 | 6% | 3% | 7% | 12% | 2 | 2%
Cc1cc(C)c2cc(CN(Cc3cccs3)Cc3nnnn3CC3CCCO3)c(=O)[nH]c2c1 (configuration not stated)
  16µM* | u | -6 | -17% | -6% | u | -15% | u | 0%
CC(=O)Nc1ccc(C(=O)COC(=O)CCS(=O)(=O)c2ccccc2)cc1
  10% | 0% | -5 | -3% | -3% | -1% | -2% | -2 | -2%
CN(CC(=O)Nc1ccc(F)cc1)c1ccc(S(=O)(=O)N2CCCCC2)cc1[N+](=O)[O-]
  13µM* | x | -1 | -22% | 0% | u | -22% | 0 | -3%

Carrying on:
SMILES | KB-V1 cytotox | SW480 rerep | DRD3 agonist | HT1080 IDH1KD tx | KB-3-1 tox | HEK293 tox | HT1080NT lethal | IL1B secr inh | MCF10A rerep
COc1ccc(/C=N/OCC(=O)N2CC3(C)CC2CC(C)(C)C3)cc1OC (configuration not stated) | 16µM* | -5% | 20 | 0% | -8% | -16% | -12% | -26 | -2%
CCOC(=O)C1(Cc2cccc(OC)c2)CCN(Cc2cnc(N)nc2)CC1 | 7% | -67%[inhibitor] | -10 | 6% | 16% | -10% | 19% | -1 | 15%
COC(=O)c1ccccc1Oc1nc(Cl)cc(OC)n1 | u | -4% | 1 | 1% | -17% | -12% | 8% | 19 | -3%
O=C(c1ccc(F)cc1)N1CCN(C(=O)c2ccc([N+](=O)[O-])cc2)CC1 | 1% | 0% | -4 | 8% | -2% | 4% | -2% | -10 | 25%
CCO/C=C1/C(=O)N(c2ccccc2OC)C(=O)c2ccccc21 | 1% | -1% | -19 | 2% | 12% | 11% | 11% | -3 | -1%
CC(=O)Nc1ccc(C(=O)OCC(=O)N(Cc2ccccc2)C(C)(C)C)cc1 | 15µM* | -13% | 4 | 4% | -6% | -15% | 0% | -1 | 4%
O=C(NNC(=S)Nc1ccc(Br)cc1)c1ccc(N2CCOCC2)c([N+](=O)[O-])c1 | -28% | 9% | -47 | -3% | -4% | -11% | -5% | -3 | u
CCOC(=O)c1ccc(NC(=O)NCCN2CCCCC2)cc1 | 1% | -4% | -22 | -2% | 16µM* | 9% | 7% | 11 | u
Cn1c2ccccc2c(=O)c2cc(C#Cc3cccc(N)c3)ccc21 | -6% | 3% | 23 | -22% | -5% | 4% | -24% | -2 | u
O=C(NCc1ccc(F)cc1)C1C2C=CC3(CN(Cc4cccnc4)C(=O)C13)O2 (configuration not stated) | 25% | -1% | 31* | -3% | 0% | -1% | -2% | 16 | -16%
C#CCOCC1CNC(=S)O1 (configuration not stated) | 2% | x | 1 | 8% | 0% | -2% | 4% | 3 | x
CC12CCC3(CO)COC(c4ccccc4O1)C2C3 (configuration not stated) | -12% | 1% | 2 | -1% | 2% | -2% | 2% | 20 | 0%
Cn1cc(CNC(=O)c2ccc(OC3CCN(Cc4ccccn4)CC3)cc2)cn1 | 15% | -12% | -5 | 8% | -11% | u | 11% | 0 | 11%
COC(=O)C1CCN(C(=O)CN2C(=O)NC(CC(C)C)C2=O)CC1 (configuration not stated) | -5% | -11% | -1 | -5% | 0% | 4% | -3% | -11 | -5%
Cc1ccc(S(=O)(=O)N2CCN(C(=O)COC(=O)/C=C/c3ccccc3)CC2)c(C)c1 | -20% | 1% | 8 | -1% | -3% | 8% | 0% | -12 | 1%
CSc1nc(C)cc(C)c1C(N)=O | u | 2% | -3 | 9% | 4% | -1% | 1% | 8 | 1%
Cc1cc(C)cc(C(=O)OCC(=O)NC2CCCC2)c1 | -9% | 0% | -3 | 5% | -2% | -1% | 9% | 0 | 2%
Nc1c2c(nc3ccn(Cc4ccccc4)c(=O)c13)CCC2 | -16% | -13% | 0 | -26% | -1% | -30% | u | 0 | u
CCN(CC)S(=O)(=O)c1ccc(N)cc1 | -8% | -3% | 0 | -1% | -3% | 5% | 0% | -4 | -1%
CCCCn1c(N)c(N(CC(C)C)C(=O)C2CCN(S(=O)(=O)c3ccc(C)cc3)CC2)c(=O)[nH]c1=O | u | -2% | 3 | 1% | 15% | 15% | 0% | 0 | 6%
